Compound activity: PubChem, The Scripps Research Institute Molecular Screening Center
OX1R antag-1: antagonists of human orexin 1 receptor (OX1R). inhibition, % at 6.6 µM. Orexin/Hypocretin receptor type 1 (Homo sapiens), O43613. AID 485270, 2010. 1.8% of 330,000 active. OX1R-expressing cells, FRET antagonist read-out; in the data active = inhibition mostly above about 38%, no sharp cut-off; inactive = mostly below about 40%;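 note: 0% = agonist challenge alone and 100% = reference antagonist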
Target sequence (O43613 whole entry, looked up): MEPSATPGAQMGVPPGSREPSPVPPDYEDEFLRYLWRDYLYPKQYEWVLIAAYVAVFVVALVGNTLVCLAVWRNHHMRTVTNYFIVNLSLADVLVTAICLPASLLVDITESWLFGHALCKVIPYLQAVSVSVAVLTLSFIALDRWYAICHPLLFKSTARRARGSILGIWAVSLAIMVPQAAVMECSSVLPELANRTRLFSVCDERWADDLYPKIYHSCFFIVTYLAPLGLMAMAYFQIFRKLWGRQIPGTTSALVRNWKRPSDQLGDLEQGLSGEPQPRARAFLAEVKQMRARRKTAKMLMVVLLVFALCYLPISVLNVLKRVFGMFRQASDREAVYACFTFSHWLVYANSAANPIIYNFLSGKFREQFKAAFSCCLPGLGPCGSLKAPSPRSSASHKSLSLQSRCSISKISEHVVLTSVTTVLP
OX1R antag-2: OX1R (HCRTR1) antagonists, primary screen, fluorescence, CHO/OX1R cells, Fluo-8 calcium, orexin A | inhibition, % at 5 µM | Orexin/Hypocretin receptor type 1 (Homo sapiens), O43613 | AID 434989, 2010 | Fluo-8 calcium fluorescence | 0.43% of 330,000 active;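 active = inhibition above its plate's threshold, mean inhibition of all tested compounds on the plate plus 3 SD, cut at about 37% in these data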;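 note: 0% = orexin A challenge wells and 100% = SB-334867-A antagonist wells; not every result past the cut was called active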
Starred values were filed as active, the others as inactive.

Fields – OX1R antag-1	OX1R antag-2
- COc1ccc(C(=O)C2CCCN(C(=O)CCC3=NNC(=O)CC3)C2)c(C)c1 (centres undefined)
→ 32	-20
- COCc1cccc(C2=CC(=O)C[C@H](c3ccc(OC)cc3)C2)c1
→ 6	-19
- CC(=O)c1cc(CN2CCN(CC=C(C)C)C(CCO)C2)cs1 (centres undefined)
→ 30	0
- CN(C(=O)OCc1ccccc1)C(CC(N)=O)C(=O)O (centres undefined)
→ 5	-9
- Cc1ccc2c(CC(=O)OC3CCOC3=O)coc2c1 (centres undefined)
→ 16	-19
- O=C1OC(c2ccc(Br)cc2)=N/C1=C\N1CCCCC1
→ 17	-13
- Cc1cccc(OCC(=O)Nc2ncn[nH]2)c1C
→ 10	-13
- OCC1(Cc2ccccc2C(F)(F)F)CCN(Cc2ccc3c(c2)CCO3)CC1
→ 12	-33
- CCOC(=O)c1c(C)c(C(=O)NCc2ccco2)c(C)n1Cc1ccccc1
→ 11	-48
- COc1ccccc1N1C(=O)C(Cl)=C(N2CCCC2)C1=O
→ 21	-18
- CCCN(CCC)C(=O)c1cc([N+](=O)[O-])cc2c1-c1ccc([N+](=O)[O-])cc1C2=C(C#N)C#N
→ 25	-29
- Cc1ccccc1N(C(=O)c1snc(C(N)=O)c1N)C(C(=O)NCC1CCCO1)c1ccc(N(C)C)cc1 (centres undefined)
→ 12	-12
- O=C(COc1ccc(Cl)cc1Cl)Nc1ccc(S(=O)(=O)NC2=NCCCCC2)cc1
→ 9	-8
- CSc1nsc(/C=C/Nc2ccc(O)cc2C)c1C#N
→ 13	-9
- CCO[C@@H]1OC(C(=O)NCc2ccccc2)=C[C@H](C)[C@H]1CCCO
→ 35	-26
- O=C(c1cc(COc2ccc(F)cc2F)on1)N1CCOCC1
→ -1	3
- CCCCCC1=NN2C(=O)CC(=O)N=C2S1
→ 6	-12
- Cc1ccccc1C(=O)NNC(=O)c1cccc(Br)c1
→ 3	-5
- C/C(CC1(O)/C(=N/O)CCc2nonc21)=N\O (centres undefined)
→ 6	5
- NC(=O)Cn1c(=O)oc2ccccc21
→ 2	10

More compounds follow.
Fields – OX1R antag-1	OX1R antag-2
- Cc1nonc1C(=O)N/N=C/c1cc2c(cc1Br)OCO2
→ 11	-10
- O=C(CSCCc1ccccn1)Nc1ccccn1
→ 20	-5
- COc1c2c(cc3ccc(=O)oc13)CCO2
→ 0	-17
- COc1ccc(S(=O)(=O)N2CCC(C(=O)NN3CCCCC3)CC2)cc1OC
→ 1	-8
- O=C(NC(=S)Nc1ccccc1)c1ccc(Br)o1
→ 22	-19
- Cc1c(NC(=O)c2ccc(S(=O)(=O)N(C)c3ccccc3)cc2)c(=O)n(-c2ccccc2)n1C
→ 9	-11
- CCc1cccc(C)c1NC(=O)CN(C)C1=NS(=O)(=O)c2ccccc21
→ 7	-16
- COc1ccccc1N(CC(=O)N(C)Cc1ccccc1)S(=O)(=O)c1cccs1
→ 16	-8
- CC1(NC(=O)Cc2ccc(Cl)c(Cl)c2)CCS(=O)(=O)C1 (centres undefined)
→ 1	-14
- Cc1ccc(NC(=O)Cn2c(CCC(=O)O)ccc2-c2cccs2)cc1Cl
→ 32	-19
- C=CCc1cccc2cc(C(=O)N(C)C)c(=O)oc12
→ 13	-7
- Cc1cc(N2CCN(c3cccc(C(F)(F)F)c3)CC2)n2ncnc2n1
→ 22	-21
- COc1ccc(C(=O)NC(CC(C)C)C(=O)O)cc1 (centres undefined)
→ 2	-14
- CCNc1nc2c(c(=O)n(C)c(=O)n2C)n1CCCc1ccccc1
→ 20	0
- Cc1ccc(/C=C/C(=O)Nc2nccs2)o1
→ 19	-31
- S=c1[nH]nc(Cc2noc3ccccc23)n1-c1ccccc1
→ 15	0
- O=C1C2C(c3ccccc3)(C(=O)N1c1ccc(Cl)cc1)C2(c1ccccc1)c1ccccc1 (centres undefined)
→ 21	-43
- CCC(OC(=O)c1ccco1)C(=O)NC1CCCC1 (centres undefined)
→ 11	-13
- COc1ccc(CCC(C)Nc2ccc(F)cc2)cc1 (centres undefined)
→ 14	-29
- CCOc1cc(/C=N/NC(=O)CSc2nncn2C)ccc1OCC(N)=O
→ -5	-4

Next part
Fields – OX1R antag-1	OX1R antag-2
- O=C(CCNS(=O)(=O)c1ccc2[nH]c(=O)oc2c1)Nc1ccccc1
→ 10	-3
- COc1ccccc1OCC(=O)N/N=C1/SCC(=O)N1Cc1ccccc1
→ 1	-15
- CC(=O)c1cccc(NC(=O)COC(=O)COc2ccccc2C)c1
→ 9	-16
- Cc1ccc(C)c2nc3sc(C(=O)N4CCCc5ccccc54)c(N)c3cc12
→ 11	-17
- COC(=O)Nc1ccc(OCc2ccccc2)cc1
→ 7	-6
- COc1ccc(Cn2c(=O)sc3ccccc32)cc1OC
→ 19	21
- CNc1nnc(SCC(=O)N2c3ccccc3NC(=O)CC2C)s1 (centres undefined)
→ 2	-3
- O=C(COC(=O)CNC(=O)c1ccc(Cl)c([N+](=O)[O-])c1)NCC1CCCO1 (centres undefined)
→ 16	9
- CC(C)CC1(C(=O)NCCN2CCOCC2)C=CCN1C(=O)c1ccccc1 (centres undefined)
→ 1	-4
- O=C(O)CCC(=O)N1CCN(c2ncccc2C(F)(F)F)CC1
→ 4	-1
- Cc1cc(C)n(Cc2ccc(NC(=O)c3c([N+](=O)[O-])c(C)nn3C)cc2)n1
→ 18	-13
- CC(C)OC(=O)c1cn(-c2ccccc2)nc1-c1ccco1
→ 15	-28
- Cc1ccnc(NS(=O)(=O)c2ccc(NC(=O)c3ccccc3F)cc2)n1
→ 1	-15
- CCOC(=O)c1c(S(=O)(=O)NCC(=O)Nc2ccc(F)cc2)c(C)n(C)c1C
→ 9	-12
- O=C(/C=C/c1ccccc1[N+](=O)[O-])c1ccccc1Br
→ 19	6
- CCOc1ccc(NC2c3ccccc3C(=O)N2c2ccc(Cl)cn2)cc1 (centres undefined)
→ 4	-26
- CCOC(=O)c1ccc(NC(=O)CC2Sc3ncnn3C2=O)cc1 (centres undefined)
→ 2	-26
- COc1ccccc1CNC(=O)C(=O)Nc1ccc(C(=O)N2CCC(C)CC2)cc1
→ 12	-39
- COc1ccc(CN(C(=O)c2snc(C(N)=O)c2N)C(C(=O)NC2CCCC2)c2ccco2)cc1 (centres undefined)
→ 7	-11
- Cc1ccc(Cn2ncn(-c3ccccc3)c2=O)cc1
→ 10	-14

Other structures:
mol	OX1R antag-1	OX1R antag-2
COc1cc(NC(=O)CSc2nccc(C)n2)c(C)cc1[N+](=O)[O-]	16	-9
CCC1CCCCN1S(=O)(=O)c1ccc(C(=O)Nc2nnc(-c3cccs3)o2)cc1 (centres undefined)	44	-16
COc1ccc(C(=O)OCC(=O)c2ccc(C3CCCCC3)cc2)cc1	17	-4
COc1ccc(OC)c(C(=O)c2coc3cc(Br)c(O)c(Br)c23)c1	14	-15
COc1cc(/C=N\NC(=O)OC(C)(C)C)ccc1OC(=O)c1ccco1	10	-13
COc1ccc(/C=N/Nc2ccccn2)c(OC)c1OC	34	-10
COc1ccc(CNC(=O)COC(=O)c2ccc(S(=O)(=O)N3CCCCC3)cc2)cc1	8	1
N=c1sccn1CC(=O)Nc1cccc(S(=O)(=O)N2CCCCCC2)c1	0	-15
CCC(C)(C)NC(=O)C(C(C)C)N(CC1CCCO1)C(=O)CNS(=O)(=O)c1ccccc1 (centres undefined)	30	-22
CCOc1ccc(/C=C2\SC(=S)N(CC(=O)NCCCN3CCOCC3)C2=O)cc1	37	-24
Cc1ccc2nc(C)c(C(=O)N/N=C/c3ccc(N4CCOCC4)cc3)cc2c1	9	-16
COc1ccc(OC)c(NC(=O)CCN2CCN(c3ccccc3OC)CC2)c1	11	-32
c1csc(COc2ccccc2CNC2CCCCC2)c1	7	-16
CCCC(=O)OCC(=O)Nc1ccc2c(c1)OCO2	6	-2
CC(=O)c1ccc(N(CC(=O)NC2CCS(=O)(=O)C2)S(=O)(=O)c2ccc(C)cc2)cc1 (centres undefined)	8	-14
O=C(O)c1ccc(CNCc2ccccc2F)cc1	12	0
CC1(C)CC(NC(=O)COc2ccccc2Cl)CC(C)(C)N1	3	-12
COc1ccc(CCNC(=O)c2ccc([N+](=O)[O-])cc2)cc1	15	-8
CCN1CCN(/C=N/c2nc3c(s2)CCCC3)CC1	7	9
COc1ccc(C)cc1S(=O)(=O)N(CC(=O)Nc1ccc2c(c1)OCCO2)Cc1ccccc1	8	6
CCSc1nc(O)cc(=O)n1-c1ccc(OC)cc1	0	-7
COc1cc(C2Nc3ccccc3C(=O)N2c2ccc(Cl)cc2)c(Cl)cc1OCC(=O)O (centres undefined)	26	-19
CC1CC(C)CN(C(=O)C2CC(=O)N(c3ccc4c(c3)OCCO4)C2)C1 (centres undefined)	-1	-1
CC(=O)NCC(=O)N1CCCC(C(=O)c2ccc(Oc3ccccc3)cc2)C1 (centres undefined)	19	-13
O=C(COC(=O)c1cc(S(=O)(=O)N2CCOCC2)ccc1F)NC1CCCCC1	3	-10

4 compounds from above, arranged by the value under OX1R antag-1, high to low.
mol	OX1R antag-1	OX1R antag-2
COc1ccc(/C=N/Nc2ccccn2)c(OC)c1OC	34	-10
COc1cc(/C=N\NC(=O)OC(C)(C)C)ccc1OC(=O)c1ccco1	10	-13
CCN1CCN(/C=N/c2nc3c(s2)CCCC3)CC1	7	9
CCCC(=O)OCC(=O)Nc1ccc2c(c1)OCO2	6	-2

Next records follow.
mol	OX1R antag-1	OX1R antag-2
COc1ccccc1CCNC(=O)C(=O)NCC1OCCCN1S(=O)(=O)c1ccc(F)cc1C (centres undefined)	47	-2
COc1ccc(C#Cc2c(-c3ccsc3)oc3ccc(-c4cc(OC)c(OC)c(OC)c4)cc23)cc1	15	-5
CCOC(=O)c1ccc(NC(=O)c2nc[nH]c2C(=O)N2CCC(C)CC2)cc1	40	-9
C=CCn1c(CCNC(=O)c2ccc(Cl)c(Cl)c2)nnc1SCCOc1ccc(OC)cc1	21	21
COCCNS(=O)(=O)c1cc(C(=O)O)ccc1OC	4	-4
Cc1ccc(N(C(=O)c2csnn2)C(C(=O)NC2CCCCC2)c2cccnc2)c(C)c1 (centres undefined)	21	-14
Cc1csc(NC(=O)CSc2nnc(C)c(=O)n2N)n1	16	-8
CCOc1ccc(C2NC(=O)c3ccccc3O2)cc1 (centres undefined)	7	-14
CCCCN(CC)CCNC(=O)c1cc2c(-c3ccccc3F)nn(C)c2s1	-5	-35
CCOC(=O)c1c(-c2ccccc2)c2cc(OC)ccc2n1CCCN(C)C	2	-23
Cc1ccc(COc2ccc(/C=N/NC(=O)c3ccc(CN4CCOCC4)cc3)cc2)cc1	2	-8
COCCCn1c(=O)c2sccc2n2c(CCCC(=O)NCC3CCCO3)nnc12 (centres undefined)	13	5
CCn1c(SCC(=O)Nc2cccc(F)c2)nnc1-c1cc2cc(Br)ccc2o1	27	-36
Cc1cccc(Nc2nc(N3CCN(C)CC3)nc(N)c2[N+](=O)[O-])c1	15	-6
CCOc1ccc(CCNC(=O)COC(=O)C2CC2)cc1OCC	12	-16
CCC(C(=O)NC1CCCCC1)N(C(=O)c1snc(C(N)=O)c1N)c1ccc(OC)cc1OC (centres undefined)	7	-13
O=C(Nn1c(C2CCC2)nc2ccccc2c1=O)C1CCC1	14	-9
COC(=O)[C@H]1C[C@H](O)CN1S(=O)(=O)c1ccc(Br)cc1F	5	-8
CN1CCN(C(=O)CCc2nnc3ccc(N4CCC5(CC4)OCCO5)nn23)CC1	10	4
CCC(=O)C1CCCN(C(=O)c2ccc(OC)c(OC3CCN(C(C)=O)CC3)c2)C1 (centres undefined)	22	-11
Cc1ccc(C)c(NC(=S)N(C2CCCCC2)C(C)c2cccnc2)c1 (centres undefined)	17	-18
O=C1Nc2ccccc2C1(O)Cc1ccccn1 (centres undefined)	17	1
CC12CCC(C/C1=N\OC(=O)c1c(F)cccc1F)C2(C)C (centres undefined)	-1	-18
COc1ccc(CN2CCN(c3ccc(F)cc3)CC2)c(OC)c1OC	6	-27
CC(SCC(=O)Nc1ccccc1Br)c1nc2ccccc2c(=O)[nH]1 (centres undefined)	10	-35

Complete entries, quoted from the list. Order of screens: OX1R antag-1, OX1R antag-2
CC(=O)c1cccc(NC(=O)COC(=O)COc2ccccc2C)c1 across the screens: 9, -16
Cc1nonc1C(=O)N/N=C/c1cc2c(cc1Br)OCO2 across the screens: 11, -10
CCOC(=O)c1ccc(NC(=O)c2nc[nH]c2C(=O)N2CCC(C)CC2)cc1 across the screens: 40, -9
Cc1cc(C)n(Cc2ccc(NC(=O)c3c([N+](=O)[O-])c(C)nn3C)cc2)n1 across the screens: 18, -13

The list goes on.
mol	OX1R antag-1	OX1R antag-2
CCCC1S/C(=N/N=C/c2ccc(C)cc2)N(Cc2ccc(OC)cc2)C1=O (centres undefined)	10	-17
COc1ccc(C(=O)NCc2c(C)oc(C)c2C(=O)O)cc1	-2	-13
Oc1ccc(N=Nc2ccccc2-c2nn[nH]n2)c(O)c1	-11	-7
Cc1c(Cc2ccccc2)c(=O)oc2cc(OCC(=O)N3CCC(C(N)=O)CC3)ccc12	2	-5
COc1ccccc1CNC(=O)c1sccc1C	2	-10
CCOC(=O)c1nc2sc3c(c2c(=O)[nH]1)CCCC3	38	-16
Cc1cc(C(=O)N2CCCC(N3CCN(c4ccc(F)cc4)CC3)C2)c(C)o1 (centres undefined)	2	-19
CCc1cc(=O)oc2cc(OC(=O)CN3C(=O)NC4(CCCC4)C3=O)ccc12	26	-5
Cc1cc(-c2nnc(SCC(=O)Nc3ccccc3Cl)n2C)no1	7	2
COc1cc(NC(=S)NCCc2c[nH]c3ccccc23)c(OC)cc1Cl	11	-11
CCOC(=O)N1CCN(c2c(N3CCN(c4ccc(OC)cc4)CC3)c(=O)c2=O)CC1	15	-14
O=C(Nc1ccc(N2CCN(C(=O)c3ccco3)CC2)cc1)c1cccc(F)c1	17	-23
